EPAC2 antag – qHTS for Antagonist of cAMP-regulated guanine nucleotide exchange factor 2 (EPAC2): primary screen; Rap guanine nucleotide exchange factor 4 (Homo sapiens), Q8WZA2; EPAC2 GEF exchange of Rap1B-BODIPY-GDP, fluorescence; Potency, µM (top dose mostly 114 µM), without a hit: at the highest dose activity, negative = inhibition, actives largely listed as inhibitors; 360,000 compounds, 0.18% hits; AID 720708, 2013; note: potency is the fitted concentration of half-maximal effect; % is set by controls: 0 for no effect and ±100 for the full control effect; nearly all actives have a fitted effect of over 45% in size; many of its hits are not listed in these tables
Target sequence (Q8WZA2 whole entry, looked up): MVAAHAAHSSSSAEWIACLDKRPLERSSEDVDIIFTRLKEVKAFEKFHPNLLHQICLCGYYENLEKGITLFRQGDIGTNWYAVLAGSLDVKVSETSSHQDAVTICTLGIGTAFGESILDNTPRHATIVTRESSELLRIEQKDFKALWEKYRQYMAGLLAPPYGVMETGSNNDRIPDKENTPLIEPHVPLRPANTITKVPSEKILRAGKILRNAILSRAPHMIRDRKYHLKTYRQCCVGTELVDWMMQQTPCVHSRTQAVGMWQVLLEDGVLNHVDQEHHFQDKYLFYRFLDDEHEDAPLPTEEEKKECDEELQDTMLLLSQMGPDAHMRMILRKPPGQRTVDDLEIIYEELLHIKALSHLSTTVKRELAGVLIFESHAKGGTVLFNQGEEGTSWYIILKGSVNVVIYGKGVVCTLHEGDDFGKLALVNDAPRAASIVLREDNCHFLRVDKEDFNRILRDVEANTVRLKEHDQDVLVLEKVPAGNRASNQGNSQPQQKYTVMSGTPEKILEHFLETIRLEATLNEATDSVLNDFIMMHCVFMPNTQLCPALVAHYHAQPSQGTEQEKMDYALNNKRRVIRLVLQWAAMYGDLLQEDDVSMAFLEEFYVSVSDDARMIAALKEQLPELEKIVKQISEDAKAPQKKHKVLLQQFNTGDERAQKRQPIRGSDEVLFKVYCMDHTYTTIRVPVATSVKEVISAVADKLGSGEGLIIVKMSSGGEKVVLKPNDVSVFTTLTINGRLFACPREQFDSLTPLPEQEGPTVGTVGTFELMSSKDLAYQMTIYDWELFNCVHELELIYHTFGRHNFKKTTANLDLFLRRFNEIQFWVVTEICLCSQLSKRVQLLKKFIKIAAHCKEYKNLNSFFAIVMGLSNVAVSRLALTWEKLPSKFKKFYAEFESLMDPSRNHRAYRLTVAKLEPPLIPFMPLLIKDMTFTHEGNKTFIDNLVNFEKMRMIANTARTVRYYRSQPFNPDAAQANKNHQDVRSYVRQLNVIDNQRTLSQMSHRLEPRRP
D3 antag – qHTS of D3 Dopamine Receptor Antagonist: qHTS; AID 652054, 2013; D(3) dopamine receptor (Homo sapiens), P35462; 360,000 compounds, 2.5% hits; max response, negative = inhibition, %; D3R cells, DiscoveRx beta-arrestin luminescence, antagonist mode; stronger effect = lower value; in the data active = max response below about -50%; inconclusive = no clear call, values can overlap the other calls; note: % is set by controls: 0 for no effect and ±100 for the full control effect; mostly tested at two doses, the higher about 12 µM
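Cells plated overnight at 1500 cells/well, then exposed to library compounds with dopamine controls for 90 minutes at 37 degrees C. DiscoveRx reagent added for 30–60 minutes at room temperature; luminescence read, quantitative HTS format.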
DRD3 agonist – qHTS of D3 Dopamine Receptor Agonist: qHTS; D(3) dopamine receptor (Homo sapiens), P35462; D3R DiscoveRx beta-arrestin cells, luminescence, 90 min; max activation, %; 410,000 compounds, 0.58% hits; AID 652048, 2013; in the data active = max activation above about 30%; note: 0% is about no effect; mostly tested at two doses, the higher about 12 µM
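Cells at 1500/well, incubated overnight, then treated with pinned compounds (dopamine as control) for 90 min at 37 degrees C. DiscoveRx reagent added for 30 - 60 minutes at room temperature; luminescence read.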
FUS yeast rescue – qHTS for Suppressors of FUS Proteinopathy: Primary screen using FUS-linked yeast assay | S. cerevisiae FUS-expressing, growth rescue, OD600, 24 h | Potency, µM (top dose mostly 76.6 µM), for inactives: at the top dose growth rescue (activation), hits mostly activators | 390,000 compounds, 0.24% hits;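 note: potency is the fitted concentration of half-maximal effect; plate controls were DMSO vehicle for no effect and reference control for full effect; nearly all actives have a fitted effect of over 55% in size; some results filed as inactive show a strong effect at the top dose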
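Galactose (2%) drives FUS expression in yeast precultured in raffinose; seeding density OD 0.005. Test compounds incubated 24hr at 30C and 99% humidity before absorbance at 600 nm was measured.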
TDP-43 yeast inh – qHTS of TDP-43 Inhibitors. TDP-43 expressing yeast growth rescue, BacTiter-Glo, 24 h. Potency, µM (titrated, usually from 46.1 µM), for the others: at the top dose growth rescue (activation), actives largely listed as activators. 410,000 compounds, 1.8% hits; note: potency is the fitted concentration of half-maximal effect; % of control where 0% means no effect; nearly all actives have a fitted effect of over 50% in size
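Galactose-induced TDP-43 yeast, OD600=0.02, compound pinned; 24 hr, 30 deg C; BacTiter-Glo luminescence for growth. Inhibitors of TDP-43 toxicity read as activators.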
EPAC2 agonist – qHTS for Agonist of cAMP-regulated guanine nucleotide exchange factor 4 (EPAC2): primary screen | Rap guanine nucleotide exchange factor 4 (Homo sapiens), Q8WZA2 | 360,000 compounds, 0.079% hits | AID 720711, 2013 | Potency, µM (doses to about 154 µM), inactives show top-dose activation, most hits filed as activators | EPAC2 activation, biochemical qHTS; response scale: 100% = 6.5 mM cAMP response; note: potency is the fitted concentration of half-maximal effect; nearly all actives have a fitted effect of over 50% in size
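Guanine nucleotide exchange by EPAC2 is measured as reduced fluorescence of BODIPY-GDP once it is released from 250 nM Rap1B. Plates are read kinetically for 30 min at room temperature; results are scaled to 6.5 mM cAMP.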
aSyn yeast inh – qHTS of alpha-syn Inhibitors | Yeast expressing alpha-synuclein, growth rescue, BacTiter-Glo, 24 h | Potency, µM (titrated, usually from 46.1 µM), for the others: at the top dose growth rescue (activation), hits mostly activators | 370,000 compounds, 0.14% hits; note: potency is the fitted concentration of half-maximal effect; % of control where 0% means no effect; nearly all actives have a fitted effect of over 65% in size
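Screening used galactose-induced yeast with toxic alpha-synuclein levels, exposed to compound for 24 hr at 30 deg C. Cell growth, read with BacTiter-Glo luminescence, gave the measured signal.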
Abeta rescue – qHTS for compounds that reverse cellular toxicity of Amyloid beta (A-beta) peptide in yeast: Primary Screen; 410,000 compounds, 0.063% hits; AID 1347071, 2019; Potency, µM (titrated, usually from 46.1 µM), inactives show at the top dose growth rescue, actives largely listed as activators; yeast expressing A-beta42, growth rescue, OD600, 48 h; response scale: 0% DMSO, 100% iron-clioquinol control; note: potency is the fitted concentration of half-maximal effect; nearly all actives have a fitted effect of over 55% in size
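Growth rescue measured by 600 nm absorbance after 48 h yeast culture at 30 C with compound. Values normalized between DMSO and an equimolar ferric chloride plus clioquinol control.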
* = called active by the depositor; ? = inconclusive; . = not tested or not shown; & = joins results of further samples; [ ] = another dose, or the depositor's remark. Unless noted, calls come from the whole dose curve; as a rule, active = well fitted curve in the direction sought with a large enough effect; inconclusive = small, poorly fitted or top-dose-only effect, or another doubt; inactive = no such curve, though single readings can be large; an effect the other way counts as inactive or inconclusive. An excerpt; count on the stated rates, not on these rows.

The line under a structure holds: EPAC2 antag	D3 antag	DRD3 agonist	FUS yeast rescue	TDP-43 yeast inh	EPAC2 agonist	aSyn yeast inh	Abeta rescue
CC(C)NC(=S)N/N=C/c1ccc(C(C)(C)C)cc1
→ -8.5%	-19.3	-1.4	13.9%	0.0%	2.9%	-5.5%	5.62µM*
O=C(COc1ccc2ccc(=O)oc2c1)NC(Cc1ccc(Cl)cc1)C(=O)O (stereo unspecified)
→ 39.1%[activator]	-3.9	-1.4	-15.6%	-24.9%	14.3%	1.2%	-34.1%
COc1ccc(/C=C/C(=O)c2oc3ccc(F)cc3c2C)cc1
→ -1.5%	16.8	-3.1	.	24.1%	6.1%	0.3%	8.2%
O=C(Cc1ccsc1)NCC(=O)Nc1ccc(F)c(F)c1
→ 9.2%	-1.9	0.9	-9.9%	3.5%	0.3%	-4.8%	7.1%
CC1(C)COC(c2cc([N+](=O)[O-])ccc2Cl)=N1
→ -8.0%	7.4	5.8	-27.4%	?	-14.3%	8.4%	-3.0%
CC(NS(=O)(=O)c1ccc(OCC(=O)NCc2ccccn2)cc1)c1ccccc1 (stereo unspecified)
→ -1.1%	0.0	-14.1	16.2%	-13.1%	5.0%	-0.8%	1.7%
O=C(N/C(=C\c1ccccc1)C(=O)N1CCOCC1)c1ccc(Br)o1
→ 0.5%	-3.5	-3.4	8.6%	-11.8%	9.8%	-4.2%	13.3%
CC(O)(C#CCN1CCCCC1)c1ccccc1 (stereo unspecified)
→ -2.1%	?	-25.4	-12.4%	-0.4%	7.5%	-0.4%	3.8%
COc1cccc(NC(=O)Cn2c(=O)n(-c3ccc(CC(=O)NCC4CCCO4)cc3)c(=O)c3ccccc32)c1 (stereo unspecified)
→ .	.	-2.3	18.9%	16.6%	.	.	-7.7%
CCN(CC)C1CC(=O)N(c2ccc(Br)cc2)C1=O (stereo unspecified)
→ 1.8%	-13.8	-11.0	11.1%	?	5.2%	-70.7%[inhibitor]	-93.7%[inhibitor]
COc1cc2ncnc(NCc3ccc(C)cc3)c2cc1OC
→ 18.4%	4.7	-1.8	26.3%	-12.6%	4.6%	-1.6%	-8.3%
Cc1ccc(OCC(O)CN2CCN(c3ccc(C)cc3)CC2)cc1 (stereo unspecified)
→ -11.8%	-87.9*	-20.9	-10.5%	18.6%	4.7%	3.6%	?
O=C(c1ccc2nc[nH]c2c1)N1CCN(S(=O)(=O)c2cccc(F)c2)CC1
→ -6.0%	-24.9	-10.7	22.1%	-5.3%	9.7%	-9.9%	2.7%
CC(C)(CO)CNC(=O)CCc1nnc(Cc2ccc(-c3ccccc3)cc2)o1
→ -0.5%	10.5	-2.6	2.5%	0.0%	-18.3%	-3.1%	-10.9%
O=C(CN(Cc1ccccc1)S(=O)(=O)c1ccccc1)N/N=C/c1ccc([N+](=O)[O-])cc1
→ -4.7%	-9.3	2.8	.	16.0%	15.4%	6.0%	12.9%
O=c1[nH]c(N2CCOCC2)nc2c1CCCC2
→ 11.8%	2.5	-1.4	-3.5%	10.5%	2.8%	-6.4%	16.0%
Cc1ccccc1-c1nc(CN2CCC(C(=O)N3CCC(C(N)=O)CC3)CC2)c(C)o1
→ 23.6%	?	-13.6	-13.5%	-2.1%	16.9%	-2.1%	-20.7%
CC1CC(C)CN(S(=O)(=O)c2cccc3cccnc23)C1 (stereo unspecified)
→ -19.2%	0.5	0.7	-6.3%	22.1%	2.7%	1.2%	3.2%
CC(=O)NCCNC(=O)Cn1nnc(-c2ccccc2)c1COc1ccc2ccccc2c1
→ -20.7%	?	-3.5	18.0%	?	-3.6%	-3.5%	-9.0%
Cc1ccccc1-c1nc(-c2ccc(Br)o2)no1
→ -2.8%	16.9	13.2	14.0%	-7.9%	8.8%	-20.7%	-12.5%
N#Cc1ccc(C(=O)OCC(=O)N2CCCCCC2)cc1
→ -7.8%	-0.2	-3.5	-1.6%	0.0%	-2.4%	1.4%	-8.8%
COc1ccc(NC(=O)Cn2c(SCc3cc(C)ccc3C)nc3ccncc32)c(OC)c1OC
→ .	.	-19.7	28.3%	15.3%	.	.	-9.5%
COc1ccc(CNC(=O)c2cc3c(=O)n(Cc4ccc(OC)cc4)ccc3nc2C)cc1
→ .	.	7.4	-0.9%	18.5%	.	.	-0.1%
C=CCn1c(=O)c2ccccc2n2c(SCC(=O)/C(C#N)=C(\C)N)nnc12
→ -4.7%&-2.2%	4.2&26.2	9.7&6.8	10.0%&16.5%	-14.5%&-23.2%	9.0%&2.9%	-1.4%&-1.0%	4.4%&-3.8%
CCC(C)N(C(=O)CSc1nnc(C)n1C)C1CCS(=O)(=O)C1 (stereo unspecified)
→ 5.6%	0.0	14.1	-8.4%	-21.2%	5.9%	-10.3%	2.1%
O=C(NCc1ccccc1)C1C(=O)Nc2ccccc2C(=O)N1Cc1ccccc1 (stereo unspecified)
→ 3.9%	-23.4	-4.9	-6.4%	11.6%	-0.8%	-2.3%	8.4%
Cc1cccc(NC(=O)c2nc[nH]c2C(=O)Nc2cc(Br)ccc2F)c1
→ -0.7%	5.2	-5.9	-34.1%	9.3%	9.2%	1.5%	-12.1%
Cc1cc(-n2c(C)nc3ccccc3c2=O)ccc1NC(=O)c1cccc([N+](=O)[O-])c1
→ .	.	-8.7	19.1%	19.8%	.	.	-10.3%
OC[C@@H]1CN(Cc2ccc(Cl)cc2)C[C@H](n2cnc3c(NC4CCC4)ncnc32)O1
→ -0.8%	20.7	0.4	4.5%	10.4%	7.8%	0.3%	-1.8%
Cc1onc(-c2cccc(Cl)c2Cl)c1C(=O)O/N=C(\N)c1ccc([N+](=O)[O-])o1
→ -0.3%	3.4	3.4	8.9%	15.9%	12.7%	8.9%	-2.2%
CSCCC(NC(=O)COc1ccccc1)C(=O)NCc1cccs1 (stereo unspecified)
→ -1.7%	-5.2	-11.9	6.9%	-2.5%	1.5%	-2.2%	10.8%
CCCCn1nnnc1C(c1cc2ccccc2o1)N(CCN(C)C)Cc1ccccc1 (stereo unspecified)
→ -14.1%	-7.2	-12.0	15.7%	0.0%	5.3%	3.0%	3.3%
C[C@H]1CN([C@@H](C)CO)C(=O)CCCn2nncc2CO[C@H]1CN(C)S(=O)(=O)c1cccc(C#N)c1
→ 3.3%	-17.5	-5.1	-14.4%	-1.6%	5.0%	-2.6%	-11.1%
CCc1ccc(NCCC(=O)c2ccc(Cl)cc2)cc1
→ -5.3%	-7.7	-7.6	-22.6%	-13.6%	1.6%	-7.9%	-12.9%
COc1cc(OC)cc(C(=O)OCC(=O)N(C)c2ccccc2)c1
→ 5.9%	-22.8	-6.7	8.9%	-2.7%	9.7%	2.9%	-6.2%
CC1(C)CC(=O)C=C(Nc2ccccc2N)C1
→ -4.5%	1.7	4.3	11.1%	-9.7%	-5.3%	0.1%	3.7%
CCOc1ccccc1NC(=O)C1C2CCC3C(CCC21)C3(Cl)Cl (stereo unspecified)
→ 0.1%[57.1 µM]	1.9	-0.8	37.8%	0.3%	16.9%	-6.0%	-8.6%
CC(C)=CCC/C(C)=C/CNC(=O)CC1C[C@H](C(=O)N2CCOCC2)[C@@]2(C)c3[nH]c4ccccc4c3CCN2C1=O (stereo partly specified)
→ -12.6%	8.5	-30.9	17.5%	1.9%	-0.7%	-6.7%	4.0%
CCC(=O)NCCc1nc2cc(NC(=O)c3ccco3)ccc2n1C
→ 1.4%	0.1	0.1	11.6%	12.3%	9.5%	0.2%	-2.7%
CCOC(=O)c1cnc2c(C#N)cnn2c1N
→ -0.9%	8.4	3.6	-10.2%	14.9%	-0.2%	1.2%	-2.8%
Cc1ccnc(NS(=O)(=O)c2ccc(NC(=O)c3ccc(S(=O)(=O)N4CCCC4)cc3)cc2)n1
→ -0.6%	-1.5	7.0	14.2%	0.4%	4.5%	-7.4%	-8.6%
CCN(CC)S(=O)(=O)c1ccc(N2CCN(S(=O)(=O)c3ccccc3C#N)CC2)nc1
→ 1.7%	-9.9	-6.3	4.0%	2.4%	1.5%	-6.2%	-21.2%
CCn1cc(CNC(=S)Nc2cccc(Cl)c2C)cn1
→ -6.3%	1.4	-1.4	9.8%	14.5%	7.3%	-3.4%	-15.8%
Cc1ccccc1NC(=O)NCC1CCN(Cc2cccc(Cl)c2)CC1
→ -1.0%	?	-13.6	-10.3%	5.7%	6.6%	0.1%	-9.4%
Nc1nc(N2CCN(Cc3ccccc3)CC2)n[nH]1
→ -3.9%	20.5	51.2*	-5.9%	-20.5%	6.9%	1.4%	-7.1%
C/C(=N\NC(=O)c1cc(-c2cccs2)nc2ccccc12)c1ccccn1
→ -9.1%	-13.4	-8.4	33.1%	22.4µM*	17.9%	14.1µM*	12.6µM*
CCn1c(C(C)NC(=O)c2ccccc2C)n[nH]c1=S (stereo unspecified)
→ 18.6%	7.6	1.1	-1.8%	12.4%	0.5%	6.0%	1.5%
Cc1ccc(C(=O)Nc2ccccn2)cc1S(=O)(=O)N1CCOCC1
→ 3.7%	8.9	10.8	10.5%	-8.2%	-7.2%	-8.6%	0.6%
CC(C)(C)C(=O)Nc1ccc(N2CCN(S(C)(=O)=O)CC2)cc1
→ 1.9%	0.6	-3.4	9.3%	-10.3%	-3.4%	5.6%	-2.8%
CN1CCN(S(=O)(=O)c2cccc([N+](=O)[O-])c2)CC1
→ 13.6%	45.0	-10.1	16.5%	0.0%	1.0%	-4.9%	-15.2%
Cc1cc(NC(=O)CSc2nc3cc(Cl)ccc3c(=O)n2C(C)C)no1
→ 1.8%	-6.0	-11.2	-15.1%	9.2%	2.9%	-1.7%	12.6%
Oc1c(CN2CCOCC2)ccc2ccccc12
→ 0.6%	-9.6	13.1	18.4%	-2.9%	2.2%	12.1%	-7.2%

High-throughput results (PubChem)
